# Source: PubChem BioAssay (several laboratories)
# Rab7 wt modul: modulators of GTP binding to dog Rab7 wildtype GTPase; GST-Rab7 beads, fluorescent GTP binding, flow cytometry; actives lie on both sides; untreated = 100%, excess cold GTP = 0%; GTP binding activity (percent of control), % at 10 µM; 0.055% of 190,000 active; AID 758;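 active = fluorescent GTP binding to Rab7 beads changed by at least 20 points from the 100% baseline, either direction, mostly lower; inconclusive = compound itself probably fluorescent, or too few beads counted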;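 note: median green fluorescence of bound Bodipy-FL-GTP per Rab7 bead population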
# Mcl-1 Bim block: human Bim-Mcl-1 interaction inhibition; Q07820; Bead-based flow cytometry, Bim peptide-Mcl-1 binding; inhibition, % at 10 µM; 0.1% of 190,000 active; AID 1009; in the data active = inhibition above about 40%;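 note: 0% = no compound tracer wells and 100% = peptide blocker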
# Target sequence (Q07820 whole entry, looked up): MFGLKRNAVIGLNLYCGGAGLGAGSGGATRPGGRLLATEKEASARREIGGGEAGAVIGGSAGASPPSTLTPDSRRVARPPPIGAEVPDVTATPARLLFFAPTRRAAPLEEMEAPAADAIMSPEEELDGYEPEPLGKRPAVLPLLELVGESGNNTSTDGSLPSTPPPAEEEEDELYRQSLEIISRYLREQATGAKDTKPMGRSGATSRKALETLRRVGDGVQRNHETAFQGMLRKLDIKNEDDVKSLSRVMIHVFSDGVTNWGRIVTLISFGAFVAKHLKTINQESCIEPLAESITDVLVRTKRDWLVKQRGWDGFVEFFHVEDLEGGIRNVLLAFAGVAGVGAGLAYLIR
# Mcl1-Bid inh: disrupts binding of human Mcl-1 to Bid peptide; Q07820; TR-FRET Mcl-1/Bid-Dy647 peptide binding, 1536-well; inhibition, % at 21.7 µM; 0.97% of 220,000 active;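 active = compounds that cut the binding signal by more than half at the single screening dose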;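 note: His-tagged Mcl-1 with europium anti-His antibody binding Bid BH3 peptide; 0% = Mcl-1 plus peptide wells and 100% = peptide-only wells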
# Cdc42 wt GTP: human Cdc42 wildtype GTP binding change, either direction | GST-Cdc42 beads, Bodipy-GTP binding, flow cytometry; actives lie on both sides | percent activity (GTP binding), % at 10 µM | 0.2% of 190,000 active | AID 761;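 active = percent activity GTP binding at least 20 points away from the 100% baseline, either down as inhibitor or up as activator; inconclusive = compound flagged as likely green fluorescent from well-wide comparison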;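 note: median bead fluorescence of bound Bodipy-FL-GTP at 100 nM; 0% = excess unlabeled GTP control and 100% = no compound control; below 100% means less GTP binding so inhibitor and above means activator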
# Rab2 wt GTP: changes GTP binding to wildtype dog Rab2A, up or down. GST-Rab2 wt beads, Bodipy-GTP binding, flow cytometry. GTP binding activity, % at 10 µM. 0.19% of 190,000 active. AID 760;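 active = GTP binding activity at least 20 points away from 100%, either lowered or raised; inconclusive = signal likely due to the compound's own green fluorescence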;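 note: 0% = beads with excess unlabeled GTP and 100% = no-compound control corrected for plate trend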
# Rac1 act GTP bind: modulators of GTP binding to human Rac1 activated mutant; P63000; GST-Rac1 activated beads, fluorescent GTP binding, flow cytometry; actives lie on both sides; 100% means binding = to untreated wells; percent activity (GTP binding), % at 10 µM; 0.11% of 190,000 active;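 active = GTP binding at least 20 percentage points away from the 100% baseline, in either direction, so actives lie on both sides; inconclusive = Compound likely fluorescent itself, or too few beads counted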
# Mcl1 Noxa PPI: Mcl-1/Noxa interaction inhibition; 1.5% of 220,000 active; inhibition, % at 21.7 µM; TR-FRET Mcl-1/Noxa peptide binding, 2 h;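 active = compounds that cut the protein-peptide binding signal by more than 50% relative to plate controls in a single-dose test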;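 note: His-tagged Mcl-1 with rhodamine Noxa BH3 peptide and terbium anti-His antibody; 0% = Mcl-1 plus Noxa peptide wells and 100% = peptide-only wells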
# RGS8-Gao: human RGS8-Galphao interaction regulation; multiplexed bead flow cytometry, RGS8-Galphao binding; actives lie on both sides; response (percent of control binding), % at 10 µM; 0.34% of 220,000 active; AID 1423; in the data active = response below about 60% or above about 140%; inactive = in between;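 note: Galphao activated as the GDP aluminium fluoride complex binding bead-coupled RGS8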
# Target sequence (P09471 whole entry, looked up): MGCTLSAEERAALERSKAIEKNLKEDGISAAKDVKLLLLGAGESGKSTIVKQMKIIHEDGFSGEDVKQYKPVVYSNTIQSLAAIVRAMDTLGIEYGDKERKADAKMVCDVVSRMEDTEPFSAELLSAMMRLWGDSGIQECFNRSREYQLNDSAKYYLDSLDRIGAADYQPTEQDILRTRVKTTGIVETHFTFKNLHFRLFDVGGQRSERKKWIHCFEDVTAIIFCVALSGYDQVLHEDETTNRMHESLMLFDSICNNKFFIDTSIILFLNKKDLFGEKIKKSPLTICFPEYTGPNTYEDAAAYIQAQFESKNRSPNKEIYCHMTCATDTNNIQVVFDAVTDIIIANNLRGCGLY
# HRas wt GTP: human HRas wildtype GTP binding, change in either direction. GST-Ras wt beads, Bodipy-FL-GTP binding, flow cytometry; actives lie on both sides. GTP binding activity, % at 10 µM. 0.14% of 190,000 active;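 active = GTP binding activity at least 20% away from the 100% baseline, either lowered as inhibitor or raised as activator; inconclusive = flagged as likely green fluorescent, judged across all proteins in the well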;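 note: 0% = unlabeled GTP competition control and 100% = no-compound control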
# Target sequence (P01112 whole entry, looked up): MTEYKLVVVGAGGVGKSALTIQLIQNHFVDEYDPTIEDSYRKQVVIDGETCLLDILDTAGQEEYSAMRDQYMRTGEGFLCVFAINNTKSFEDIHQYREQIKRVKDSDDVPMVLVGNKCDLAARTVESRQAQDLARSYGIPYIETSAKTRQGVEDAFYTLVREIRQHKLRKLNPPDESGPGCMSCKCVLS
# Rac1 wt GTP bind: alters GTP binding to wildtype human Rac1. GTP binding activity (% of control), % at 10 µM. AID 757. 0.27% of 190,000 active. GST-Rac1 beads, fluorescent GTP binding, flow cytometry; actives lie on both sides; 0 = cold GTP competed, 100 = untreated;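 active = GTP binding activity at least 20 points away from the 100% control level, either lower or higher; inconclusive = compound flagged as likely green fluorescent, judged across all proteins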
# Pf gamet viab: P. falciparum stage V gametocyte viability inhibition | P. falciparum stage V gametocytes, ATP luminescence, 24 h | inhibition, % at 10.9 µM | 0.065% of 150,000 active | AID 743093;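 active = inhibition above the mean plus 3 SD of compounds within the control limits, set per campaign, cut at about 38% in these data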;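 note: 0% = DMSO wells and 100% = medium only without gametocytes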
# Active calls of the source: *; u = inconclusive; x = not tested or not shown; [ ] = dose if it differs, or a comment.
SMILES,Rab7 wt modul,Mcl-1 Bim block,Mcl1-Bid inh,Cdc42 wt GTP,Rab2 wt GTP,Rac1 act GTP bind,Mcl1 Noxa PPI,RGS8-Gao,HRas wt GTP,Rac1 wt GTP bind,Pf gamet viab
Cc1onc(-c2c(F)cccc2Cl)c1C(=O)NNC(=O)C1CCN(Cc2ccccc2)CC1,103,-3,2,109,102,102,11,100,102,106,x
CC(=O)NC(CC(=O)Nc1ccc(S(=O)(=O)N2CCCC2)cc1)c1ccccc1 (stereo unspecified),u,3,-27,u,u,u,-9,99,u,u,x
Cc1cc2cc(CN(Cc3cccs3)C(c3nnnn3C(C)(C)C)C(C)C)c3nnnn3c2cc1C (stereo unspecified),101,x,2,102,102,101,5,100,100,104,x
O=S(=O)(Nc1ccc2c(c1)OCCO2)c1cccc2nsnc12,94,-1,61*,98,98,96,26,103,96,97,14
CC[C@H](C)[C@H](NC(N)=O)C(=O)OCC(=O)NCc1ccc(Cl)cc1,95,-2,-38,98,95,96,-13,103,95,96,6
O=C(Nc1ccc(Cl)cc1)Nc1cc(S(=O)(=O)N2CCOCC2)ccc1N1CCCC1,101,-2,-66,100,96,96,8,100,101,99,x
C=CCn1c(P(=O)(O)c2ccccc2)nc2ccccc21,100,-1,16,104,106,100,-5,101,104,101,x
O=C(O)C1Cc2ccccc2CN1C(=O)CCl (stereo unspecified),104,-3,-26,98,99,96,5,102,100,99,-20
NC(=O)C1CCCN(C(=O)NC2CCCCC2)C1 (stereo unspecified),100,0,8,100,100,97,-3,103,99,104,-6
O=C1CCCC2=C1C(c1ccc(Cl)cc1)n1c(s/c(=C\c3ccc4ccncc4c3)c1=O)=N2 (stereo unspecified),98,-2,5,94,95,95,24,97,94,94,-5
CCC(=O)NC(NC(=S)Nc1ccc(S(N)(=O)=O)cc1)C(Cl)(Cl)Cl (stereo unspecified),97,-4,-18,101,99,103,5,95,99,105,-6
CCCn1c(=N)n(CC(=O)C(C)(C)C)c2ccccc21,102,2,-24,108,103,102,6,103,105,108,-3
FC(F)(F)c1ccc(Cl)c(NC(=S)N/N=C/c2ccccc2C(F)(F)F)c1,u,-2,-62,u,u,u,-2,98,u,u,-9
O=C(NN1CCCCC1)c1cccc2ccccc12,112,0,-24,98,101,97,-2,102,101,99,-31
Cc1ccc(C(=O)N/C(=C\c2ccc(-c3ccc(Cl)cc3)o2)C(=O)NCCCN(C)C)cc1,97,1,-12,100,99,94,2,105,100,97,6
Cc1cc(S(=O)(=O)Nc2ccc(C(=O)N3CCN(C(=O)c4ccco4)CC3)cc2)ccc1F,96,-1,-1,90,93,91,-4,98,92,93,x
CC(/C=C/c1ccco1)=N\NC(=O)COc1ccc(C)c(C)c1,96,-2,-26,95,95,95,-3,98,98,99,-4
CC1=C(C(=O)OC(C)C)C(c2ccccc2)NC(=S)N1C (stereo unspecified),101,-5,-64,102,99,101,6,103,99,103,-10
COc1ccccc1Oc1nc(-c2ccccc2)cc(C)c1S(C)(=O)=O,95,-3,15,100,101,100,10,101,101,101,13
Cc1ccc(S(=O)(=O)CCC(=O)Nc2nc3c(s2)CCCC3)cc1,97,-3,-20,96,95,93,15,98,98,96,x
CC(C)C(=O)N(Nc1nc2ccccc2s1)C(=O)C(C)C,100,-4,-20,97,97,99,-7,103,98,98,-50
CC(=O)NC(Cc1cc(C)ccc1C)C(=O)N1CCN(C(=O)c2ccccc2Br)CC1 (stereo unspecified),103,-1,-7,97,99,96,14,102,100,98,-3
O=C(O)C1C2C=CC(O2)C1C(=O)Nc1ccc2c(c1)OCCO2 (stereo unspecified),101,4,-61,104,101,103,19,100,103,110,x
CCOc1nc(-c2ccc(OC)cc2)ccc1-c1noc(C)n1,98,0,5,100,99,99,13,100,99,99,x
Cc1c(Nc2ncnc3c2cnn3-c2ccccc2)c(=O)n(-c2ccccc2)n1C,99,-1,2,100,97,99,-2,99,99,107,x
Cc1nn(Cc2ccc(Cl)cc2)c(C)c1NC(=O)CCCn1nc(C)c([N+](=O)[O-])c1C,100,-1,-7,104,102,102,9,100,103,104,-41
Cc1ccc(C)c(S(=O)(=O)N2CC(=O)Nc3ccccc32)c1,97,-1,5,98,95,96,0,100,98,95,-14
CCCn1c2ccccc2c2nnc(SC(CC)C(=O)Nc3cc(C)on3)nc21 (stereo unspecified),100,4,5,102,100,102,4,102,103,107,x
O=C(CN1CCN(c2ccccc2)CC1)Nc1c(C(=O)C2CC2)oc2ccccc12,96,-1,-15,100,100,96,4,101,99,101,12
Nc1nc2ccc(C(=O)NC3CCCCC3)cc2s1,97,0,-6,98,97,94,x,95,98,93,x
O=C(C1CCCN(S(=O)(=O)c2cnc[nH]2)C1)N1CCN(Cc2ccccc2)CC1 (stereo unspecified),97,0,-14,101,99,99,2,101,99,102,x
Fc1ccccc1C1c2[nH]c3ccccc3c2CCN1Cc1cccn1-c1ncccn1 (stereo unspecified),98,0,-30,97,97,96,22,96,96,98,-11
O=C(N/N=C1/CCSC1)c1cc(Br)ccc1O,98,4,-74,90,91,92,14,99,96,95,x
Cc1cc(NC(=O)c2ccccc2Cl)c(C(C)C)cc1O,90,0,-32,96,95,97,6,100,93,99,-16
CC(C)S(=O)(=O)c1ccc(C(=O)Nc2ccc(F)cc2F)cn1,97,0,-17,103,100,97,2,98,101,101,18
Cc1cc(C)c2nc(-c3ccccn3)cc(C(=O)n3cccn3)c2c1,104,-1,-23,93,97,93,10,101,97,99,35
CC1(C)Oc2cc(N)c([N+](=O)[O-])cc2O1,98,1,-55,104,101,101,-2,101,103,103,-18
Cc1nc2sc3c(c2c(=O)o1)CC(C)(C)OC3,98,-1,-21,102,98,100,-13,102,101,105,-15
CCOC(=O)N1CCN(C(=O)c2cccn3c(=O)c4sccc4nc23)CC1,100,1,0,97,98,100,8,106,98,102,-30
CC1Cc2ccccc2N1C(=O)CSc1nc2ccccc2o1 (stereo unspecified),94,-3,-20,102,96,95,-3,103,98,99,x
O=C(c1ccc(=O)[nH]c1)N(Cc1cccs1)C1(C(=O)NC2CCCC2)CCCCC1,97,-2,1,100,101,98,29,141*[activator],98,101,-5
C=CCNC(=S)NNC(=O)c1ccc(C)c(Cl)c1,100,1,-48,98,95,98,21,100,97,99,11
COc1cccc(C(=O)N(Cc2ccccc2)Cc2cc3cc4c(cc3[nH]c2=O)OCCO4)c1,99,-1,-17,101,102,100,10,97,102,101,7
O=C(Nc1nnc(-c2cccnc2)o1)c1cccc(Cl)c1,98,-2,-20,94,94,93,-45,101,97,98,-11
C=CCNC(=O)C(=O)NCCCN1CCOCC1,97,-2,-10,98,96,96,-5,67,96,98,x
O=C(C(Cc1ccccc1)N1C(=O)C2C3CCC(C3)C2C1=O)N1CCCCC1 (stereo unspecified),98,5,-5,100,99,96,-6,96,98,102,-22
CCOC(=O)Cc1c(C)c2c(C)nn(-c3ccccc3)c2oc1=O,99,4,-18,100,97,98,12,99,98,99,x
Cc1ccc(C(=O)N(CCCN(C)C)c2nc3ccc(Cl)cc3s2)cc1C,99,22,-1,92,94,94,15,99,95,93,24
COc1ccnc(N2CCN(c3ccc(Cl)cc3)CC2)c1C#N,98,-5,-20,102,107,99,-5,98,104,102,-3
Cc1ccc(NC(NC(=O)c2cccnc2)C(Cl)(Cl)Cl)cc1 (stereo unspecified),97,-1,-4,104,102,101,11,101,103,106,-24
N#Cc1c(-c2ccc(F)cc2)nc2n(c1=O)CCS2,98,1,2,100,98,97,7,98,101,102,-8
COc1ccccc1C(=O)N/C(=C/c1ccccc1)C(=O)Nc1ccc(C(=O)O)cc1,100,-1,-3,98,99,100,11,100,100,99,-24
Cc1cc([N+](=O)[O-])ccc1-c1ccc(C2Nc3ccccc3C(=O)N2O)o1 (stereo unspecified),106,0,-78,104,104,102,-102,102,104,103,x
O=c1cc(CSc2nnc(Nc3ccccc3)s2)nc2sccn12,104,0,-23,104,102,100,25,99,102,106,x
O=C1C=C(Nc2ccc(O)cc2)CC(c2ccco2)C1 (stereo unspecified),100,1,-41,98,97,100,13,84,97,101,-44
Cn1c(=O)cc(OCCCC(=O)N2CCN(c3ccccn3)CC2)c2ccccc21,99,0,-12,98,98,98,12,100,98,99,11
CSc1ccc(S(=O)(=O)Nc2ccc3c4c(cccc24)CC3)cc1,106,-4,-4,103,102,101,-15,103,103,104,4
COc1ccc(-n2c(C)cc(C(=O)COc3ccc(C)nc3[N+](=O)[O-])c2C)cc1,95,-4,-55,99,98,101,21,102,98,101,15
CCOc1ccc(C(C)(C)C)cc1S(=O)(=O)N1CC(C)OC(C)C1 (stereo unspecified),104,-2,-19,102,104,99,5,100,104,106,9
Oc1ccc2ccccc2c1/C=N/Nc1nnc(-c2ncc[nH]2)c2ccccc12,u,2,-34,u,u,u,8,99,u,u,-3
# The results go on:
SMILES,Rab7 wt modul,Mcl-1 Bim block,Mcl1-Bid inh,Cdc42 wt GTP,Rab2 wt GTP,Rac1 act GTP bind,Mcl1 Noxa PPI,RGS8-Gao,HRas wt GTP,Rac1 wt GTP bind,Pf gamet viab
Cc1ccc(C)c(S(=O)(=O)Nc2ccc3sc(C)nc3c2)c1,97,0,3,105,99,97,11,104,100,105,x
O=C(COc1ccc(S(=O)(=O)NC2CCCCC2)cc1)NCC1CCCO1 (stereo unspecified),101,-3,-23,98,98,92,-8,105,101,96,x
CNC(=O)c1cc(Cl)c(OC)c(OC)c1,99,-11,-3,102,102,99,18,97,100,105,-23
COc1ccc(N2C(=O)C(Cl)=C(N(CCO)Cc3ccccc3)C2=O)cc1,92,-1,-17,97,92,92,x,98,95,92,15
CCCCNC(=O)COC(=O)c1ccc(F)cc1Cl,102,0,-19,100,98,96,-1,103,100,98,4
Cc1ccccc1-c1oc(C)c(C)[n+]1[O-],95,-4,-14,96,93,94,33,104,96,99,3
Cc1cc2nc(Sc3c([N+](=O)[O-])nc(C)n3Cc3ccccc3)[nH]c2cc1C,98,-3,2,96,95,96,18,99,98,99,3
COc1cc(SC)ccc1C(=O)Nc1ccc(S(=O)(=O)N2CCCC2)cc1,98,-1,1,97,98,98,-28,101,101,102,x
Cc1cccc(N2CCN(Cc3nc(-c4ccccc4Cl)oc3C)CC2)n1,94,0,-6,94,97,95,-7,102,95,93,1
COc1ccc(S(=O)(=O)NC2CC2)cc1-n1cnnn1,94,-12,-9,97,96,96,-6,101,97,99,-2
